Source: PubChem (National Center for Advancing Translational Sciences (NCATS))
POLI inh: blocks human DNA polymerase iota activity; Pol iota fluorescent replication assay, 10 min; Potency, µM (titrated, usually from 115 µM), for inactives: top-dose activity, negative = inhibition, hits mostly inhibitors; hit rate 1% among 390,000; AID 588590
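Fluorescent replication assay read twice, at 0 min and 10 min after adding 50 nM (final) substrate. Enzyme (10 nM) and compounds were first incubated 15 min at room temperature; enzyme-free buffer wells were negative controls.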
BLM inh: blocks DNA unwinding by human BLM helicase | P54132 | recombinant BLM DNA unwinding, fluorescence dequenching | Potency, µM (series often up to 56.1 µM), inactives show top-dose activity change, negative = inhibition, most hits filed as inhibitors | hit rate 0.2% among 350,000 | AID 2528;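 further: plate controls were vehicle for no effect and no enzyme for full effect; nearly all actives have a fitted effect of over 35% in size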
Target sequence (P54132 whole entry, looked up): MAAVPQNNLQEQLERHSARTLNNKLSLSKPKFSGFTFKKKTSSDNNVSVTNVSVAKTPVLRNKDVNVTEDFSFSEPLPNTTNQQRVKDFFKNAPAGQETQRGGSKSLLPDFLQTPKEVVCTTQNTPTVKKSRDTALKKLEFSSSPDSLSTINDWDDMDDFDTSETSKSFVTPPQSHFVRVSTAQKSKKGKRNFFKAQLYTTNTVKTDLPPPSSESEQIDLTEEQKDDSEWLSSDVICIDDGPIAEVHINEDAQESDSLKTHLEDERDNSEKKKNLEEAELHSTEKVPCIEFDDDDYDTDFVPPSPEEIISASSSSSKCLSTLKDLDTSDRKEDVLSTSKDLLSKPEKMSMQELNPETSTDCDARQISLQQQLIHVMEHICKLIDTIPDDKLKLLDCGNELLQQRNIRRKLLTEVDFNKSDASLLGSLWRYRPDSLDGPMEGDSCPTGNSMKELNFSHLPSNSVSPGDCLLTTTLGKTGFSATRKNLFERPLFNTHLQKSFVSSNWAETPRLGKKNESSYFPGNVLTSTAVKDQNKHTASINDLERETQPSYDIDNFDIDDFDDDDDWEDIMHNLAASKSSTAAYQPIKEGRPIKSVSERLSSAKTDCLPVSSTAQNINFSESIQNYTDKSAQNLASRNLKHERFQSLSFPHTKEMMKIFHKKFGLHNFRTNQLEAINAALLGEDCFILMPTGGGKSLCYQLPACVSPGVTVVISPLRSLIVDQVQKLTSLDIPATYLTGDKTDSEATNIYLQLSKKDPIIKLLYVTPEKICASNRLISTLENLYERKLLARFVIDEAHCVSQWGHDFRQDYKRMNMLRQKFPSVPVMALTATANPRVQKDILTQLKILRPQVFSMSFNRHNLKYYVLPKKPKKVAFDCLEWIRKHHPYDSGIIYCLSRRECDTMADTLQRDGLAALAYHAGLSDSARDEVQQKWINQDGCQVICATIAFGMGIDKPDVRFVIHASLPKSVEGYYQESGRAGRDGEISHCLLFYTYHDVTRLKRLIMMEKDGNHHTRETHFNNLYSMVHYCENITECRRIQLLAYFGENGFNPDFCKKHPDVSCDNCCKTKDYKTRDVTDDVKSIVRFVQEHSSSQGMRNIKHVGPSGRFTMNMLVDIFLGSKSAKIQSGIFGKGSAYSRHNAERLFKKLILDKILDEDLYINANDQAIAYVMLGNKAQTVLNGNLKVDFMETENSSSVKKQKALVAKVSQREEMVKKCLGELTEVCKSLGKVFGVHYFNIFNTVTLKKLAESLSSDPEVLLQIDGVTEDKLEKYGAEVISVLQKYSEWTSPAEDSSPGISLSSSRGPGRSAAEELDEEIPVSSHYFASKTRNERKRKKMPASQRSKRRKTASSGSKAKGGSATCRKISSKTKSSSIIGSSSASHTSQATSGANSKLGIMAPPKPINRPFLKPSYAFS
G9a inh: G9a (human) methyltransferase inhibition. AID 504332. G9a H3K9 monomethylation, AlphaScreen, 2 h. Potency, µM (highest dose often 102 µM), for the others: at the highest dose activity, negative = inhibition, actives largely listed as inhibitors. hit rate 8.8% among 350,000; further: on the % scale 0 is the no-effect control and ±100 the full control effect; nearly all actives have a fitted effect of over 75% in size
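AlphaScreen detection with an anti-monomethyl H3K9 antibody quantified product after a 2 h room-temperature reaction containing 500 nM biotinylated H3K9 peptide, 20 µM SAM and 20 nM enzyme, which had been preincubated 15 min with compound.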
Pol kappa inh: blocks human DNA polymerase kappa activity | purified Pol kappa, fluorescent DNA synthesis assay, 10 min | Q9UBT6 | Potency, µM (series often up to 107 µM), without a hit: top-dose activity, negative = inhibition, hits mostly inhibitors | hit rate 0.53% among 400,000 | AID 588579; further: on the % scale 0 is the no-effect control and ±100 the full control effect
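First, compounds were pin-transferred onto 10 nM Pol kappa. After 15 min at room temperature, substrate was added to 50 nM final. Fluorescence was then measured kinetically at 0 and 10 min.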
POLH inh: DNA polymerase eta (human) inhibition. Q9Y253. hit rate 1.2% among 390,000. Potency, µM (doses to about 114 µM), for inactives: top-dose activity change, negative = inhibition, actives largely listed as inhibitors. recombinant Pol eta, fluorescent DNA replication assay; further: on the % scale 0 is the no-effect control and ±100 the full control effect
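Fluorescent replication assay: 50 nM final substrate added after a 15 min room-temperature compound preincubation with 10 nM enzyme. Signal taken at 0 min and again at 10 min.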
APEX1 inh: inhibitors of human APE1 endonuclease | P27695 | recombinant APE1, TAMRA/BHQ-2 abasic DNA cleavage fluorescence | Potency, µM (doses to about 65.8 µM), for inactives: at the highest dose activity change, negative = inhibition, actives largely listed as inhibitors | hit rate 0.35% among 350,000 | AID 2517;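 further: plate controls were vehicle for no effect and reference inhibitor for full effect; nearly all actives have a fitted effect of over 55% in size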
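APE1 at 0.75 nM final was preincubated with compound 15 min at room temperature, then 50 nM double-stranded THF abasic-site substrate (5'-TAMRA/3'-BHQ-2) was added. Fluorescence (ex 525/em 598 nm) was read kinetically; third-minus-first read gave activity.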
Anesthetic bind: candidate novel general anesthetic via apoferritin binding; Potency, µM (doses to about 77.5 µM), for inactives: at the highest dose activity change, negative = displacement, usual class: inhibitors; AID 485281; apoferritin/1-aminoanthracene competitive binding, fluorescence; hit rate 0.074% among 350,000; further: on the % scale 0 is the no-effect control and ±100 the full control effect; nearly all actives have a fitted effect of over 20% in size
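Apoferritin-based anesthetic binding model; compound displacement of fluorescent 1-AMA measured as endpoint fluorescence after 10 minutes at room temperature, scaled to free-ligand and complex controls.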
BAZ2B block: BAZ2B (human) inhibition. AlphaScreen BAZ2B-H3K14Ac peptide displacement. AID 504333. hit rate 4.4% among 360,000. Potency, µM (highest dose often 114 µM), for the others: top-dose activity change, negative = inhibition, usual class: inhibitors. Q9UIF8; further: on the % scale 0 is the no-effect control and ±100 the full control effect; nearly all actives have a fitted effect of over 60% in size
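Complex of BAZ2B and biotin-H3K14Ac (50 nM apiece) forms over 30 min at RT, then faces library compounds up to 110 uM for another 30 min; AlphaScreen beads added, 20 min dark incubation, luminescence read.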
POLB inh: inhibitors of human DNA polymerase beta; Pol beta primer extension/strand displacement, fluorescence kinetic; P06746; hit rate 1.3% among 340,000; Potency, µM (series often up to 114 µM), without a hit: at the top dose activity change, negative = inhibition, usual class: inhibitors; further: on the % scale 0 is the no-effect control and ±100 the full control effect
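Kinetic readout of DNA synthesis with strand displacement by Pol beta. Compound and 10 nM enzyme sit 15 min at room temperature; 50 nM substrate starts the reaction, read immediately and at 10 min.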
* marks the source's active call; other numbers are inactive results; ? = inconclusive; . = not tested or not shown; & = joins results of further samples; [ ] = dose if it differs, or a comment. The call rests on the fitted dose curve; in most records, active means well fitted curve in the direction sought with a large enough effect; inconclusive means small, poorly fitted or top-dose-only effect, or another doubt; inactive means no such curve, though single readings can be large; an effect the other way counts as inactive or inconclusive. Potency means the concentration at half of the fitted maximal effect. A portion of the library; rates above refer to the full screens.

| No. | Compound | POLI inh | BLM inh | G9a inh | Pol kappa inh | POLH inh | APEX1 inh | Anesthetic bind | BAZ2B block | POLB inh |
| --- | --- | --- | --- | --- | --- | --- | --- | --- | --- | --- |
| 1 | Cc1ccc(NC(=O)CN2C(=O)/C(=C3\SC(=S)N(C4CCS(=O)(=O)C4)C3=O)c3ccccc32)cc1 (stereo not drawn) | 50%[activator] | 1% | 50µM* | 0% | -7% | 0% | -7% | 5% | 10% |
| 2 | O=C1CCSC2(C(=O)N(Cc3ccc(F)cc3)c3ccccc32)N1c1cccc(F)c1 (stereo not drawn) | -15% | -5% | -33%[59 µM] | 1% | -8% | . | -11% | -1%[57.1 µM] | 1% |
| 3 | CCCCOC(=O)CCc1c(C)n[nH]c1C | 27% | -3% | . | -16% | -2% | -2% | -11% | -1% | 45% |
| 4 | COc1ccc2c(c1)CCc1c(C(=O)N(C)c3ccccc3)noc1-2 | -13% | -3% | 16%[59 µM] | -7% | 22% | -2% | ? | -36% | 12% |
| 5 | Cc1oc2ccc(OC(C(=O)O)c3ccccc3)cc2c1C(=O)O (stereo not drawn) | 113%[activator] | -1% | -1% | 2% | -5% | 11% | -5% | 3% | -3% |
| 6 | Cc1ccc(NC2=CC(=O)CCC2)cc1C | 16% | -2% | -16% | -11% | -17% | -2% | -18% | -3% | 2% |
| 7 | Cc1nnc(C)n1/N=C/c1ccc(C(C)C)cc1 | 3% | -2% | -5% | 2% | -2% | 4% | -11% | -8% | 12% |
| 8 | CCCc1nc2oc3c(N4CCNCC4)ncnc3c2c2c1CCCC2 | . | 1% | -46% | . | . | -7% | -14% | -1% | ? |
| 9 | N#CC1CCN(C(=O)c2ccc3c(Cl)c4c(nc3c2)CCCC4)CC1 | 5% | 1% | 12% | -6% | -15% | 12% | 6% | -25% | 16% |
| 10 | Cc1noc(NS(=O)(=O)c2ccc(N/C=C/C(=O)c3ccc(F)cc3)cc2)c1C | -23% | -12% | -46% | -5% | -1% | 2% | -6% | -11% | 31% |
| 11 | O=C(/C=C/c1cccc([N+](=O)[O-])c1)OCC(=O)N1CCOCC1 | 3% | . | 13%[12.7 µM] | -9% | -7% | -4% | . | 5% | . |
| 12 | Cc1cccc(N2CCN(C(=O)CCc3nc4ccccc4c(=O)[nH]3)CC2)c1C | 58%[activator] | . | . | -9% | -11% | -4% | . | . | . |
| 13 | Cc1ccc(NC(=O)CS(=O)CC(=O)N(c2ccccc2)C(C)C(=O)NC2CCCC2)cc1 (stereo not drawn) | 12% | -1% | -40% | -2% | -10% | 1% | -14% | -3% | 35% |
| 14 | COP(=O)(OC)OC(c1ccc(Cl)cc1)P(=O)(OC)OC (stereo not drawn) | . | 3% | -8%[12.7 µM] | 1%[19.4 µM] | . | -2% | -11% | . | . |
| 15 | Cc1cc(C)c(OCC(=O)OCC(=O)NCc2cccs2)c(C)c1 | 35%[activator] | . | 2% | -4% | -6% | 2% | . | -5% | . |
| 16 | CCc1ccc(Nc2nn(-c3ccc(OC(F)(F)F)cc3)nc2C(C)=O)cc1 | 5% | 3% | 8%[59 µM] | -5% | -16% | . | -6% | -2% | 11% |
| 17 | O=C(NCc1ccccc1)c1noc2c1CCCCC2 | -11%[58.9 µM] | -1% | 15%[2.33 µM] | -15% | -5% | -4% | ? | 7% | 20% |
| 18 | O=C(COc1ccc(OCc2ccccc2)cc1)NC1CCOC1=O (stereo not drawn) | 14% | -3% | 30% | -8% | -9% | -5% | -10% | -2%[57.1 µM] | 5% |
| 19 | COc1ccc(C2N3CC4(C)CN2CC(C)(C3)C4O)cc1 (stereo not drawn) | 4% | 2% | 16% | -16% | -6% | 21% | 3% | -9% | 7% |
| 20 | CC(C)(C)c1ccc(Cn2c(=N)n(CC(O)c3ccco3)c3ccccc32)cc1 (stereo not drawn) | 82%[activator] | 0% | ? | 0% | -18% | 3% | ? | ? | 8% |
| 21 | COc1ccc(C2C=C(c3ccc(Cl)cc3)Nc3nc(NC(C)=O)nn32)cc1 (stereo not drawn) | . | -10% | ? | . | . | 0% | . | 32µM* | 9% |
| 22 | O=C(O)c1ccc(N2C(=O)/C(=C\c3ccccc3)N=C2c2ccccc2)cc1 | -4% | -4% | 17%[59 µM] | 5% | -19% | 6% | -17% | -15% | 43% |
| 23 | CC1CN(c2nc(-c3ccc(Br)cc3)nnc2-c2ccccc2)CC(C)N1 (stereo not drawn) | 34%[activator] | 6% | ? | -4% | -7% | 7% | -19% | -29% | 1% |
| 24 | CCOc1ccccc1OCCCCn1c(-c2ccc(Cl)cc2)nc2ccccc2c1=O | 6% | -4% | 10%[59 µM] | -6% | -35% | . | 1% | 5% | ? |
| 25 | CC(OC(=O)c1ccc2ccccc2c1)C(=O)N(C)Cc1ccccc1 (stereo not drawn) | -3% | . | 23%[12.7 µM] | -10% | -11% | -13% | . | 18% | . |
| 26 | NNC(=O)c1cncc(Br)c1 | 139%[activator] | 0% | -48% | -11% | -14% | 2% | 5% | -28% | 7% |
| 27 | COC(=O)c1ccc(Cn2c(SCC(=O)NCc3ccccc3)nc3ccccc32)cc1 | 4% | -2% | -1%[12.7 µM] | -4%[60.1 µM] | -18% | . | 47%[activator] | -13% | -12% |
| 28 | CCCCCCCCCCCCCCCCOCC(CO)OC (stereo not drawn) | . | 3% | 20%[59 µM] | 4%[19.4 µM] | . | 3%&5% | -13% | . | . |
| 29 | O=S(=O)(c1ccc(Cl)c(NC(=S)N/N=C/c2c(F)cccc2F)c1)N1CCOCC1 | 2% | 3% | -4% | -11% | -5% | -9% | 0% | 8% | 15%[57.1 µM] |
| 30 | CCc1cccc(C)c1Nc1c(-c2cccc(O)c2)nc2nc(C)cc(C)n12 | 14% | -5% | ? | -8% | -12% | . | 48%[activator] | -37% | 11% |
| 31 | COCCCN1CC23C=CC(O2)C(C(=O)O)C3C1=O (stereo not drawn) | 0% | -7% | ? | 1% | -1% | -7% | -1% | 1% | -14% |
| 32 | CCCn1cnc2c(cnn2-c2ccc(F)cc2)c1=O | 1% | 5% | 5%[59 µM] | -7% | -9% | ? | -3% | 3% | 8% |
| 33 | CCOc1ccc(CC(=O)Nc2c(C(=O)c3ccc(F)cc3)oc3ccccc23)cc1OCC | 10% | 4% | -4%[59 µM] | -18% | -17% | . | -7% | -14% | -11% |
| 34 | Cc1cc(OCC(=O)NCc2ccncc2)ccc1Cl | 28% | 4% | 5% | -4% | -18% | 8% | -3% | -6% | 14% |
| 35 | CCOc1ccccc1C(=O)N(C)CC(=O)Nc1ccc(OC)cc1 | 148%[activator] | -10% | 15% | 4% | 2% | 32% | 2% | -15% | 0% |
| 36 | COc1ccc(S(=O)(=O)Cc2ccc(C(=O)NC3CCCCC3)o2)cc1 | 9%&-17% | 2%&0% | 50%[activator] | -16%&-10% | -3%&-3% | 55% | -6%&44% | -3%&-8% | 30%&8% |
| 37 | CC(=O)OC1C2CCC1C([N+]1(C)CCCCC1)CC2 (stereo not drawn) | 98%[activator] | 0% | 32µM* | -9% | -25% | -8% | -6% | -26% | 5% |
| 38 | Cc1ccccc1C(=O)Nc1ccc(O)c2c(=O)cc(-c3ccccc3Cl)oc12 | -5%&-6% | -1%&0% | -7%[59 µM] | 9%&1% | 2% | -3%&-4% | ? | -13% | 17% |
| 39 | CN(C)c1ccc(/C=N\NC(=S)SCN2C(=O)C3CCC(C)(C2=O)C3(C)C)cc1 (stereo not drawn) | 14% | -7% | ? | -7% | 0% | -6% | -9% | ? | 3% |
| 40 | Cc1nc2nc[nH]n2c(=O)c1NS(C)(=O)=O | -6% | -3% | -2%[12.7 µM] | -11% | -14% | -8% | 0% | -7% | 3% |
| 41 | COCCNC(=O)C1CCC(CNS(=O)(=O)c2c(C)cc(C)cc2C)CC1 (stereo not drawn) | -6% | -1% | 37%[activator] | 2% | ? | -5% | 10% | 12% | 4% |
| 42 | Cc1cccc(C(=O)N2N=C(c3ccc(NS(C)(=O)=O)cc3)CC2c2cccs2)c1 (stereo not drawn) | -21% | -5% | -27% | -5% | -13% | 11% | 5% | -15% | 2% |
| 43 | CCOC(=O)c1c(CC(C)C)csc1NC(=O)CCl | ? | -7% | 25%[59 µM] | -5% | -17% | -4% | ? | 33% | -12% |
| 44 | CC1(C2CC2)NC(=O)N(CC(=O)Nc2ccc(Cl)c([N+](=O)[O-])c2)C1=O (stereo not drawn) | 6% | . | 8%[2.33 µM] | -4% | -17% | 6% | . | -2% | . |
| 45 | O=C1OCC2=C1C(c1ccccc1)CC(=O)N2c1cccc(F)c1 (stereo not drawn) | 40%[activator] | 0% | 1% | 3% | -16% | -1% | -2% | 14% | -2% |
| 46 | O=C(Nc1cccnc1)c1ccc(-c2ccccc2)cc1 | -25% | -10% | 0% | -1% | -16% | -2% | -7% | -13% | -1% |
| 47 | c1ccn2c(c1)nc1c2nc2ccccn21 | -2% | 3% | -5% | -9% | -17% | 0% | . | 10% | 16% |
| 48 | O=C(C1CCC(Cn2c(=O)c3sccc3n(Cc3ccccc3)c2=O)CC1)N1CCOCC1 (stereo not drawn) | 2% | 1% | 8%[59 µM] | 0% | -8% | . | 2% | -15% | -12% |
| 49 | Cc1cccc(OC(=O)c2snnc2C)c1C | 17% | -3% | ? | 0% | -8% | . | -4% | 4% | 27% |
| 50 | CCN(CC)C(=O)CSc1nc2cc3c(cc2c(=O)n1CCCC(=O)NCc1ccc2c(c1)OCO2)OCO3 | 2% | 4% | 0%[59 µM] | -10%[60.1 µM] | -4% | . | 3% | -18% | -19% |

Next section
| No. | Compound | POLI inh | BLM inh | G9a inh | Pol kappa inh | POLH inh | APEX1 inh | Anesthetic bind | BAZ2B block | POLB inh |
| --- | --- | --- | --- | --- | --- | --- | --- | --- | --- | --- |
| 51 | CCCc1[nH]nc2c1C(c1ccccc1OC)C(C#N)=C(N)O2 (stereo not drawn) | -5% | -2% | ? | -15% | -14% | -6% | -21% | -33% | 13% |
| 52 | COc1ccc(NS(=O)(=O)c2cc(NC(=O)c3ccc(C)s3)ccc2N2CCOCC2)cc1 | 9% | 0% | 43%[activator][59 µM] | 1% | -9% | 3% | -20% | 5% | -2% |
| 53 | O=C(Nc1nc(-c2cccs2)cs1)c1cccc(S(=O)(=O)N2CCCCCC2)c1 | -5% | -12% | -39%[12.7 µM] | -4% | -3% | -4% | 9% | -27% | 3% |
| 54 | COc1ccc(Br)c(C(=O)Nn2c(C)nc3ccccc3c2=O)c1 | 16% | -4% | -37% | -2% | -1% | 0% | -5% | -1% | 59% |
